MCF10A rerep: A quantitative high throughput screen for small molecules that induce DNA re-replication in MCF 10a normal breast cells | MCF 10A DNA re-replication, Hoechst nuclear intensity, 48 h | Potency, µM (top dose mostly 46.1 µM), for the others: top-dose activity, positive = re-replication, usual class: activators | actives 2.9% (n = 350,000) | AID 624296, 2012; note: % of control where 0% means no effect; nearly all actives have a fitted effect of over 50% in size
A549 tox: Nrf2 qHTS screen for inhibitors: counterscreen for cytotoxicity. actives 0.16% (n = 390,000). A549 ARE-Fluc cells, CellTiter-Fluor viability, 18-24 h. Potency, µM (highest dose often 46 µM), for inactives: at the top dose activity change, negative = cytotoxicity, actives largely listed as inhibitors; note: % is set by controls: 0 for no effect and ±100 for the full control effect
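Cytotoxicity counterscreen: CellTiter-Fluor fluorescence was measured in A549 ARE_Fluc cells after 18-24 h of compound exposure in a concentration series. The subsequent BugLite luminescent read reports ARE-luciferase activity.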
S2 tox: Viability Counterscreen for Primary qHTS for Inhibitors of ATXN expression; Potency, µM (top dose mostly 56.7 µM), hits mostly cytotoxic; AID 651635, 2014; S2 cells (HEK-293 line with an ATXN2-luciferase reporter) viability, CellTiter-Fluor protease fluorescence, 24 h; actives 0.49% (n = 400,000); note: nearly all actives have a fitted effect of over 40% in size
ATXN2 expr inh: Primary qHTS for Inhibitors of ATXN expression. HEK-293 ATXN2-luciferase reporter, luminescence, 24 h. Potency, µM (highest dose often 57 µM), for inactives: at the top dose activity change, negative = inhibition, actives largely listed as inhibitors. actives 0.72% (n = 360,000). AID 1745845, 2022; note: % is set by controls: 0 for no effect and ±100 for the full control effect; nearly all actives have a fitted effect of over 55% in size
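ATXN2-luciferase reporter cells (luciferase flanked by upstream and downstream ATXN2 gene portions) were treated 24 h at 37 °C with compounds at up to 57 uM. SteadyGlo luminescence gave expression; GF-AFC fluorescence gave viability.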
TGFb SMAD3 inh: qHTS for Inhibitors of TGF-b; HepG2 CAGA-GFP TGF-b/SMAD3 reporter, GFP fluorescence, 18 h; TGF-beta stimulated, 500 pg/mL final; actives 1.2% (n = 410,000); Potency, µM (highest dose often 46.1 µM), for inactives: top-dose activity, negative = inhibition, most hits filed as inhibitors; note: % is set by controls: 0 for no effect and ±100 for the full control effect; nearly all actives have a fitted effect of over 65% in size
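First, reporter cells (HEPG2 CAGA-GFP) rested 2 h at 37 degrees C. Next, compounds were pinned in and TGF-beta added to 500 pg/mL final. After 18 h, GFP was imaged per cell and summed per well.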
Nrf2 ARE act: qHTS of Nrf2 Activators; AREc32 ARE-luciferase reporter (MCF7-derived line), luminescence, 24 h; Potency, µM (top dose mostly 46.1 µM), without a hit: at the top dose activation, actives largely listed as activators; actives 0.31% (n = 410,000); AID 624171, 2012; note: % of control where 0% means no effect; nearly all actives have a fitted effect of over 65% in size
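AREc32 cells carrying an ARE-driven firefly luciferase, 1000 cells/well in OPTI-MEM with 5% FBS, dosed after overnight attachment and incubated 24 hr at 37 deg C. Steady-Glo luminescence read after 30 min at RT.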
EPAC2 antag: qHTS for Antagonist of cAMP-regulated guanine nucleotide exchange factor 2 (EPAC2): primary screen; actives 0.18% (n = 360,000); Rap guanine nucleotide exchange factor 4 (Homo sapiens), Q8WZA2; AID 720708, 2013; EPAC2 GEF exchange of Rap1B-BODIPY-GDP, fluorescence; Potency, µM (highest dose often 114 µM), without a hit: at the highest dose activity, negative = inhibition, hits mostly inhibitors; note: % is set by controls: 0 for no effect and ±100 for the full control effect; nearly all actives have a fitted effect of over 45% in size; many of its hits are not listed in these tables
Target sequence (Q8WZA2 whole entry, looked up): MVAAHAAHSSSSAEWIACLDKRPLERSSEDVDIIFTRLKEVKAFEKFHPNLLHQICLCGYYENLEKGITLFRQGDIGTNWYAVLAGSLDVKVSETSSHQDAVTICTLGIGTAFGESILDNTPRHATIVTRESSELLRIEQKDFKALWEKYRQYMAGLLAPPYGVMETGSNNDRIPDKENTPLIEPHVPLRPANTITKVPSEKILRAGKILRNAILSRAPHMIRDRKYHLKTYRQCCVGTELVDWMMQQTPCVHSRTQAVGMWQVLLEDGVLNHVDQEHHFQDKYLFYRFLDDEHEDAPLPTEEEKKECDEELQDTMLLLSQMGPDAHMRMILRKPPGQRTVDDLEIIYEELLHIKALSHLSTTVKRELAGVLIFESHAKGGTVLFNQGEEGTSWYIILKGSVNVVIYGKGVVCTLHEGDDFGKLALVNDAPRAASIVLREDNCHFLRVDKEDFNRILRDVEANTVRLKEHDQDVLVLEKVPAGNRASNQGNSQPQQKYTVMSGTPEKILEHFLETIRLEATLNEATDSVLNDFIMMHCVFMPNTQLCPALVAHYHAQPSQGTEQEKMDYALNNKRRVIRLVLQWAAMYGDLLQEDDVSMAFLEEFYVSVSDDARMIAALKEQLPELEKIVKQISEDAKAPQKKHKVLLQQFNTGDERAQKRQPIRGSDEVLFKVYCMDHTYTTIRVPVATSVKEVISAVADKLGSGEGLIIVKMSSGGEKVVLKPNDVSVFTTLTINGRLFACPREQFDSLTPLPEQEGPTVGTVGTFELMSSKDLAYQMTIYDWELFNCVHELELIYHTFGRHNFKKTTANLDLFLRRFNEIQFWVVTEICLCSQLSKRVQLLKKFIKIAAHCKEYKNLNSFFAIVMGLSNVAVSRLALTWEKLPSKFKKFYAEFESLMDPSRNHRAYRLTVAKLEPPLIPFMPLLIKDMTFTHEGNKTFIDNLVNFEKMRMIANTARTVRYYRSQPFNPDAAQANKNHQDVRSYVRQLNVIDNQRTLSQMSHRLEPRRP
Nrf2 inh: Nrf2 qHTS screen for inhibitors; A549 ARE-Fluc reporter, luciferase luminescence, 18-24 h; Potency, µM (doses to about 46 µM), for the others: at the highest dose activity change, negative = inhibition, most hits filed as inhibitors; actives 2.1% (n = 360,000); AID 504444, 2011; note: % is set by controls: 0 for no effect and ±100 for the full control effect; nearly all actives have a fitted effect of over 60% in size
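Quantitative HTS in A549 cells stably bearing an antioxidant response element-firefly luciferase construct. Inhibition of Nrf2-driven transcription was scored by luminescence after 18-24 h of compound exposure at 37 °C.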
HepG2 tox: qHTS for Inhibitors of TGF-b: Cytotox Counterscreen. actives 0.76% (n = 410,000). Potency, µM (highest dose often 46.1 µM), without a hit: at the highest dose activity change, negative = cytotoxicity, hits mostly cytotoxic. HepG2 CAGA-GFP viability, ATP luminescence, 18 h; note: some results filed as inactive show a strong effect at the top dose
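CellTiter-Glo luminescence gave cytotoxicity after 18 hours at 37 degrees C. The cells were HepG2 CAGA-GFP in 1% FBS DMEM, stimulated with 500 pg/mL TGF-beta after compound addition. %Activity was normalised to no-cell wells (complete cell-killing) and DMSO (no toxicity), and curves were fitted and classified.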
Numbers without * were called inactive; i = inactive; ? = inconclusive; / = no result given; & = joins results of further samples; [ ] = remark or other dose. Calls come from the whole dose curve; as a rule, active = well fitted curve in the direction sought with a large enough effect; inconclusive = small, poorly fitted or top-dose-only effect, or another doubt; inactive = no such curve, though single readings can be large; an effect the other way counts as inactive or inconclusive. Potency is the fitted concentration of half-maximal effect. Only part of the results is shown, so the mix of outcomes need not match the whole.

entry	Molecule	MCF10A rerep	A549 tox	S2 tox	ATXN2 expr inh	TGFb SMAD3 inh
1	Cc1ccc2nc(N3C(=O)C(O)=C(C(=O)c4ccc(C)o4)C3c3ccco3)sc2c1 (configuration not stated)	18µM*	-10%	i	18%	-3%
2	O=C(NCC1CCCO1)c1nn2c(C(F)(F)F)cc(-c3cccs3)nc2c1Cl (configuration not stated)	-5%	4%	i	-19%	2%
3	Cc1cc(C)c2c(=O)cc(CSCC(=O)Nc3ccccc3Cl)[nH]c2c1	/	-6%	?	-8%	0%
4	O=[N+]([O-])c1ccc(CSC2=NCCS2)cc1	-17%	-1%	i	59%[activator]	1%
5	CCc1nc2c(OCc3ccc(C(=O)OC)cc3)cccn2c1N(C)C(=O)C(C)C	/	/	i	-11%	-7%
6	COC(=O)C(C(=O)N1CCN(C)CC1)C1CCCCCC1 (configuration not stated)	-2%	5%	i	-3%	?
7	COc1ccc(CN(C#N)c2nc(C)cc(C)n2)cc1	2%	-2%	i	/	19%
8	COc1ccc(CN2C[C@@H](CO)O[C@@H](n3cnc4c(NCc5cc(OC)c(OC)c(OC)c5)ncnc43)C2)cc1	/	/	i	5%	15%
9	Clc1cccc(N2CCN(c3nc4ccccc4c4nc(-c5cccnc5)nn34)CC2)c1	/	2%	i	-4%	-2%
10	CCOc1nc(NC(=O)NS(=O)(=O)Oc2ccccc2Cl)nc(-c2ccccc2)n1	?	1%&2%	?	18%&29%	-21%&-20%

entry	Nrf2 ARE act	EPAC2 antag	Nrf2 inh	HepG2 tox
1	0.9%	-6%	3%	-3%
2	0.3%	20%	6%	-6%
3	1.1%	/	/	0%
4	2.2%	-4%	-3%	-10%
5	-0.6%	-24%	/	-4%
6	0.2%	6%	26%	-5%
7	0.4%	-5%	0%	3%
8	6.6%	7%	/	-33%
9	-0.9%	/	13%	-21%
10	0.9%&2.3%	12%	16%&15%	-20%&-9%

(more compounds)
entry	Molecule	MCF10A rerep	A549 tox	S2 tox	ATXN2 expr inh	TGFb SMAD3 inh
11	COC(=O)/C=C1/SC(=NC(=O)c2ccc(Cl)cc2)NC1=O	15%	-6%	i	-7%	0%
12	Nc1nc2c(nc(N3CCCCC3)n2[C@@H]2O[C@H](CO)[C@@H](O)[C@H]2O)c(=O)[nH]1	1%	9%	i	-10%	-15%
13	Nc1ccc(CCCC(=O)NCc2cccnc2)cc1	/	/	i	/	0%
14	CCc1ccc(CNC(=O)c2ccc(OC3CCN(C(=O)COC)CC3)cc2)nc1	-1%	0%	i	4%	-28%
15	COc1ccc(S(=O)(=O)n2cccc2)c(OC)c1	?	5%	i	-2%	-5%
16	O=[N+]([O-])c1ccccc1Oc1ccccc1Cl	-6%	13%	i	-12%	0%
17	COc1ccc(NC(=O)Cn2cccc2)cc1Cl	2%	1%	i	24%	-1%
18	CCCc1cc(C(=O)NCCc2ccccc2)no1	1%	11%	i	30%	4%
19	C/C(=N\O)c1ccc(Cl)cc1Cl	1%	3%	i	-10%	35%[activator]
20	Oc1ccc(/C=N/NC(=S)NCCN2CCOCC2)c(O)c1	3%	3%	i	/	2%

entry	Nrf2 ARE act	EPAC2 antag	Nrf2 inh	HepG2 tox
11	4.0%	-9%	5%	11%
12	-0.6%	8%	23%	-12%
13	0.2%	-4%	/	-15%
14	0.2%	-1%	-14%	-29%
15	0.3%	5%	-9%	0%
16	-0.8%	-20%	6%	-16%
17	2.3%	11%	21%	-6%
18	4.6%	5%	?	-2%
19	-0.3%	-1%	3%	4%
20	3.1%	-6%	-46%	-1%

Looked up by structure from the list above:
entry	Molecule	MCF10A rerep	A549 tox	S2 tox	ATXN2 expr inh	TGFb SMAD3 inh
19	C/C(=N\O)c1ccc(Cl)cc1Cl	1%	3%	i	-10%	35%[activator]
20	Oc1ccc(/C=N/NC(=S)NCCN2CCOCC2)c(O)c1	3%	3%	i	/	2%

entry	Nrf2 ARE act	EPAC2 antag	Nrf2 inh	HepG2 tox
19	-0.3%	-1%	3%	4%
20	3.1%	-6%	-46%	-1%

Returning to the listing, starting two compounds before the break.
entry	Molecule	MCF10A rerep	A549 tox	S2 tox	ATXN2 expr inh	TGFb SMAD3 inh
19	C/C(=N\O)c1ccc(Cl)cc1Cl	1%	3%	i	-10%	35%[activator]
20	Oc1ccc(/C=N/NC(=S)NCCN2CCOCC2)c(O)c1	3%	3%	i	/	2%
21	CCNC(=O)/C(=C/c1ccc2c(c1)OCO2)NC(=O)c1ccc(Br)cc1	-2%	-5%	i	-10%	0%
22	COc1ccc2nc(NN=C(C)c3ccccn3)cc(C)c2c1	?	?	7.5µM*	?	1.1µM*
23	CC(C)Oc1cccc(-c2nnc(SCC(=O)Nc3ccc4c(c3)OCCO4)n2N)c1	13%	-15%	i	11%	-11%
24	O=C(Nc1ccc2c(c1)OCO2)N1CCC(CO)(CC2CCCCO2)CC1 (configuration not stated)	0%	0%	i	34%	-6%
25	Cc1ccc(C)c(N2CCN(C(=O)C3CCN(c4nnc(N5CCCC5=O)s4)CC3)CC2)c1	-2%	-1%	i	-24%	?
26	CCn1ccnc1CN1CCc2c([nH]c3ccccc23)C1C1CCCCC1 (configuration not stated)	-4%	-4%	i	-32%	6%
27	CCc1nc2c(OCc3ccccc3)cccn2c1N(C)C(=O)c1ccc(OC)cc1	/	/	i	10%	-1%
28	Cn1c2c(c(=O)[nH]c1=O)C(c1cccc(O)c1)C1=C(N2)c2ccccc2C1=O (configuration not stated)	?	-25%	?	?	8%
29	O=C(C[C@H]1C/C=C\C[C@@H](Cc2ccc(F)cc2)C(=O)OC[C@H]2CCCN2C1=O)N[C@@H](CO)Cc1ccccc1	?	-11%	?	-10%	?
30	COc1ccc2c(COC(=O)CNS(=O)(=O)c3ccc(C)c(C)c3)cc(=O)oc2c1	6%	-2%	i	6%	12%

entry	Nrf2 ARE act	EPAC2 antag	Nrf2 inh	HepG2 tox
19	-0.3%	-1%	3%	4%
20	3.1%	-6%	-46%	-1%
21	-0.5%	3%	5%	2%
22	5.9%	-7%	?	-55%
23	0.6%	-6%	-11%	-2%
24	1.6%	5%	-1%	-19%
25	1.5%	-2%	?	-42%
26	-0.5%	11%	9%	6%
27	-0.1%	?	/	4%
28	0.2%[9.22 µM]	-11%	8.2µM*	-23%
29	0.3%	3%	-3%	-36%
30	0.0%	-10%	5%	4%

In the list so far, 2 contain a nitro group on carbon.
entry	Molecule	MCF10A rerep	A549 tox	S2 tox	ATXN2 expr inh	TGFb SMAD3 inh
4	O=[N+]([O-])c1ccc(CSC2=NCCS2)cc1	-17%	-1%	i	59%[activator]	1%
16	O=[N+]([O-])c1ccccc1Oc1ccccc1Cl	-6%	13%	i	-12%	0%

entry	Nrf2 ARE act	EPAC2 antag	Nrf2 inh	HepG2 tox
4	2.2%	-4%	-3%	-10%
16	-0.8%	-20%	6%	-16%

Next section.
entry	Molecule	MCF10A rerep	A549 tox	S2 tox	ATXN2 expr inh	TGFb SMAD3 inh
31	Nc1ccc(Oc2ccc3nc(-c4ccccc4)c(-c4ccccc4)nc3c2)cc1	11%	-7%	i	9%	1%
32	Cc1nn(CC2CC2)c(=O)n1-c1ccc(Cl)cc1	2%	6%	i	-34%	10%
33	Cc1cc(/C([O-])=C(/C(=S)Nc2ccccc2)[n+]2ccccc2)c(C)n1-c1ccccc1	22%	-7%	i	32%[activator]	1%
34	OCC1(Cc2cccc(Cl)c2)CCCN(Cc2ccc(F)c(F)c2)C1 (configuration not stated)	?	-1%	?	-20%	-18%
35	COc1ccc(N2CCN(C(=O)c3ccc(C)cc3Cl)CC2)cc1	0%	-5%	i	1%	-11%
36	CCCCNC(=O)COC(=O)CCC(=O)c1ccc(F)cc1	0%	-7%	i	7%	0%
37	O=C(Cc1ccc(Cl)cc1)Nc1cccc(S(=O)(=O)Nc2ccccc2F)c1	27%	-2%	i	-1%	?
38	CCOC(=O)CS(=O)(=O)c1nc(-c2ccc(F)cc2)cc(C(F)(F)F)n1	3.7µM*	?	/	?	?
39	Cc1ccccc1OCCSc1nnc(-c2cccnc2)n1N	1%	-12%	i	/	-21%
40	O=C(CN1C(=O)C2(SCC(=O)N2c2ccc(F)cc2)c2ccccc21)NCCc1ccccc1 (configuration not stated)	/	2%	i	2%	-4%

entry	Nrf2 ARE act	EPAC2 antag	Nrf2 inh	HepG2 tox
31	0.7%	-16%	/	-18%
32	-0.1%	1%	8%	11%
33	8.2%	-4%	?	-9%
34	-0.7%	-9%	3%	-1%
35	0.2%	-2%	9%	-25%
36	0.3%	-2%	10%	0%
37	3.4%	-8%	?	-15%
38	?	-2%	16µM*	-96%
39	1.6%	-4%	?	-13%
40	1.1%	/	9%	-29%

The list goes on:
entry	Molecule	MCF10A rerep	A549 tox	S2 tox	ATXN2 expr inh	TGFb SMAD3 inh
41	CCC(C)c1ccc(OCC(=O)Nc2ccc3[nH]c(=O)[nH]c3c2)cc1 (configuration not stated)	8%	-3%	i	-1%	1%
42	CCOC(=O)c1c(C)[nH]c(C(=O)COC(=O)C23CC4CC(CC(Cl)(C4)C2)C3)c1C	?	/	i	0%	-4%
43	NC(=O)NCc1cccnc1	-1%	-1%	i	13%	-15%
44	COc1cc(/C=N/NC(=S)Nc2cccnc2)cc(OC)c1O	7%	2%	i	-5%	-13%
45	O=C(NNS(=O)(=O)c1ccccc1)c1cccs1	-12%	-1%	i	-6%	?
46	Cn1c(-c2cccc(Br)c2)cnc1NCc1cccnc1	1%	-3%	i	-5%	-10%
47	CN=C1S/C(=C\c2ccc(OCC(=O)OC)c(OC)c2)C(=O)N1C	2%	-5%	i	-11%	-1%

entry	Nrf2 ARE act	EPAC2 antag	Nrf2 inh	HepG2 tox
41	0.4%	-9%	1%	33%
42	0.7%	-4%	?	-4%
43	0.1%	4%	-9%	-16%
44	2.3%	1%	-6%	-26%
45	-0.5%	-1%	5%	-15%
46	-0.3%	7%	-3%	-27%
47	4.3%	13%	2%	-21%
